SUMO1 PPI mod: modulators of SUMO1 protein-protein interactions, primary screen, biochemical, uHTS | Small ubiquitin-related modifier 1 (Homo sapiens), P63165 | SUMO1 binding to a labelled peptide, TR-FRET, 1 h | inhibition, % at 20 µM | 360,000 compounds, 0.33% hits; in the data active = inhibition above about 37%
Target sequence (P63165 whole entry, looked up): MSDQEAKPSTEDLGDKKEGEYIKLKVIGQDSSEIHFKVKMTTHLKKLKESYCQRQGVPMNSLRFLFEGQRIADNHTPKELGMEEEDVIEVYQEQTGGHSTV
NRP1-CendR mod: modulators of CendR peptide binding to NRP-1, primary screen, biochemical, fluorescence polarization, uHTS. FAM-RPARPAR peptide binding to NRP-1. AID 602438, 2012. inhibition, % at 25 µM. Neuropilin-1 (Homo sapiens), O14786. 360,000 compounds, 0.85% hits;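 active = inhibition or corrected inhibition above about 18%, plus a signal ratio from 0.5 to 1.5, limit read from the data, passing the limit was not always enough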; also: strong numbers were not always called active
TbMetRS inhib: T. brucei MetRS inhibitors, primary screen, biochemical, luminescence. methionyl-tRNA synthetase (Trypanosoma brucei brucei). purified T. brucei MetRS, ATP depletion, Kinase-Glo luminescence. inhibition, % at 11.9 µM. 360,000 compounds, 0.4% hits;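 active = inhibition above a per-plate cutoff of the control wells' mean inhibition plus 3 SD, cut at about 5.5% in these data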;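 also: 0% = DMSO wells median and 100% = median of wells with control inhibitor compound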
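Material: parasite MetRS enzyme / Replication: singlicate, one well per compound / Signal: luminescence of leftover ATP / Schedule: 2 h aminoacylation at 25 °C after 15 min preincubation / Medium: HEPES-MgCl2-KCl buffer plus DTT, spermine, BSA, pyrophosphatase / Doses: 11.9 µM single point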
SKN-1 inh: suppressors of acrylamide-induced Pgst-4::GFP reporter in worms, primary screen, SKN-1 inhibitor project, whole organism, uHTS, GFP/RFP fluorescence ratio, strain VP596. C. elegans VP596 Pgst-4::GFP/RFP ratio, 24 h. inhibition, % at 21.8 µM. 360,000 compounds, 0.49% hits;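 active = interference check ratio from 0.5 to 1.5 plus GFP to RFP signal ratio inhibition reaching or exceeding a fixed threshold, cut at about 30% in these data, passing the limit was not always enough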; also: some compounds called inactive have numbers as strong as hits
Scp-1 inhibitor: Scp-1 phosphatase inhibitors, primary screen, biochemical, colorimetric, uHTS; 340,000 compounds, 0.88% hits; Recombinant Scp1, phosphopeptide, malachite green phosphate absorbance; Carboxy-terminal domain RNA polymerase II polypeptide A small phosphatase 1 (Homo …; inhibition, % at 20 µM;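 active = inhibition above about 50% at 20 µM, limit read from the data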;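 also: plate controls were DMSO wells with enzyme for no effect and wells lacking enzyme for full effect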
Target sequence (Q9GZU7 76-261 limits assumed): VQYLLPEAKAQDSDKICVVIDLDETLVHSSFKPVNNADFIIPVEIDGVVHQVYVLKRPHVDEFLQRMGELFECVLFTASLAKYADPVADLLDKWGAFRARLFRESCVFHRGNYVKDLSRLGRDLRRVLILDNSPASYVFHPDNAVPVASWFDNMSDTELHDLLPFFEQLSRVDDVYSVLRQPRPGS
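Material: truncated SCP-1 phosphatase (76-261aa) / Buffer or medium: 50 mM Tris acetate pH 5.5, 0.005% Tween-20, 10 mM MgCl2 / Compound dosing: one concentration, 20 µM, with 1.0% DMSO / Incubation: 45 min room-temperature reaction, 5 min colour, 30 min stabiliser / Detection: colorimetric free-phosphate detection, absorbance 630 nm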
NadD block: inhibitors of S. aureus NadD, primary screen, biochemical, colorimetric, uHTS | 360,000 compounds, 0.78% hits | purified NadD enzyme, colorimetric absorbance read-out | inhibition, % at 20 µM | Nicotinate-nucleotide adenylyltransferase NadD (Staphylococcus aureus N315); in the data active = inhibition above about 26%; also: some compounds past the cut are filed as inactive
LMPTP block: LMPTP phosphatase inhibitors, primary screen, biochemical, fluorescence intensity, uHTS; Low molecular weight phosphotyrosine protein phosphatase (Homo sapiens), P24666; recombinant LMPTP-A, OMFP fluorogenic substrate; inhibition, % at 20 µM; 360,000 compounds, 0.22% hits; AID 651560, 2012;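 active = compounds that cut the enzyme signal by at least half of the control window in the single-dose screen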;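 also: plate controls were DMSO wells with enzyme plus substrate for no effect and substrate without enzyme for full effect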
Target sequence (P24666 whole entry, looked up): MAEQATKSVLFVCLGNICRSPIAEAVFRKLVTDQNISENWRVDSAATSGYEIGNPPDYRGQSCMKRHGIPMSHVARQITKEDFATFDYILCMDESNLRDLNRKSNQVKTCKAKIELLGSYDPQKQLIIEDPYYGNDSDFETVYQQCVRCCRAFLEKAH
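test system = LMPTP-A | amount = 0.625 nM LMPTP-A final | reagent = fluorogenic phosphatase substrate OMFP at 400 µM final | incubation = 50 min at room temperature | benchmarks = no-enzyme low control, uninhibited high control | medium = Bis-Tris pH 6.0, DTT, detergent | signal = fluorescence intensity of OMFP turnover product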
STEP inh: STEP phosphatase inhibitors, primary screen, biochemical, fluorescence intensity, uHTS; inhibition, % at 20 µM; AID 588621, 2011; 360,000 compounds, 0.25% hits; recombinant STEP, OMFP fluorogenic substrate; Tyrosine-protein phosphatase non-receptor type 5 (Homo sapiens), P54829;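 active = inhibition at 20 µM, scaled per plate between control wells, above about 37%, limit read from the data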;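 also: 0% = DMSO with enzyme and substrate and 100% = substrate only without enzyme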
Target sequence (P54829 whole entry, looked up): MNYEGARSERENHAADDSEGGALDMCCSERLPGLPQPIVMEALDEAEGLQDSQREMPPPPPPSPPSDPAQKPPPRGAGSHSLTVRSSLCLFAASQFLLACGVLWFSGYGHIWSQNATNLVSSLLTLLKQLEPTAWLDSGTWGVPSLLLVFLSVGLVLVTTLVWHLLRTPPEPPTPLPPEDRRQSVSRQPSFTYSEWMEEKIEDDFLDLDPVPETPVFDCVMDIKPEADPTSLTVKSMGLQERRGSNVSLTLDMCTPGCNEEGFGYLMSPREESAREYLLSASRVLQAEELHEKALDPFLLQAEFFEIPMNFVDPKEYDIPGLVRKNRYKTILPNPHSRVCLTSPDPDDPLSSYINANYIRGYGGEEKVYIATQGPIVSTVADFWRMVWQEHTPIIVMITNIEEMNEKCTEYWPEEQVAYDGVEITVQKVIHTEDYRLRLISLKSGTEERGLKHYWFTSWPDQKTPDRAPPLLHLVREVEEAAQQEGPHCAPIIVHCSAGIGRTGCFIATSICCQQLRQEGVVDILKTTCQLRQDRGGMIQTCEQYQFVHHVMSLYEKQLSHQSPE
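medium = Bis-Tris buffer pH 6.0, 2.5 mM DTT, 0.005% Tween 20 | test system = STEP (striatal-enriched tyrosine phosphatase) enzyme, cell-free | measure = normalized % inhibition | compound dosing = 20 µM, 1% DMSO | also added = 25 µM OMFP | schedule = reaction 20 min, ambient temperature | measured by = fluorescence read at 480 nm ex / 540 nm em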
Neddyl block: inhibitors of cullin neddylation, primary screen, biochemical, TR-FRET, uHTS, NAE and Ubc12. NEDD8-conjugating enzyme Ubc12 (Homo sapiens) + NEDD8-activating enzyme E1 regulatory …. calls only at 25 µM. 360,000 compounds, 0.58% hits. AID 651699, 2012; in the data active = inhibition above about 36%
DNMT1 block: human DNMT1 methyltransferase inhibitors, primary screen, biochemical, molecular beacon, fluorescence, HinP1I cleavage, uHTS; DNA (cytosine-5)-methyltransferase 1 (Homo sapiens), P26358; inhibition (reported as % activation of signal), % at 10 µM; 360,000 compounds, 0.83% hits; in the data active = inhibition above about 50%
* hit, by the source's call; i = inactive; . = not tested or not shown.

Start of the data: the first 2 entries, to show the layout:
canonical_smiles	SUMO1 PPI mod	NRP1-CendR mod	TbMetRS inhib	SKN-1 inh	Scp-1 inhibitor	NadD block	LMPTP block	STEP inh	Neddyl block	DNMT1 block
Cc1cc(C)n(-c2ccc(S(=O)(=O)N3CCCC3)cc2[N+](=O)[O-])n1	-23.0	3.0	-0.2	-5.3	-4.3	0.6	-0.1	-0.9	i	0.4
CCn1c(SCC(=O)N2CCN(S(=O)(=O)c3ccccc3)CC2)nnc1-c1cccs1	1.0	14.4	-0.3	-3.3	-1.3	0.3	-1.9	0.4	i	1.6

The whole of this part (from the top)
canonical_smiles	SUMO1 PPI mod	NRP1-CendR mod	TbMetRS inhib	SKN-1 inh	Scp-1 inhibitor	NadD block	LMPTP block	STEP inh	Neddyl block	DNMT1 block
Cc1cc(C)n(-c2ccc(S(=O)(=O)N3CCCC3)cc2[N+](=O)[O-])n1	-23.0	3.0	-0.2	-5.3	-4.3	0.6	-0.1	-0.9	i	0.4
CCn1c(SCC(=O)N2CCN(S(=O)(=O)c3ccccc3)CC2)nnc1-c1cccs1	1.0	14.4	-0.3	-3.3	-1.3	0.3	-1.9	0.4	i	1.6
Cn1c(=O)cc(OCCCC(=O)NCc2ccc(F)cc2Cl)c2ccccc21	11.7	-3.2	-0.3	21.0	-1.2	1.9	-2.5	-3.6	i	-1.2
O=C(Nc1ccccc1SCC1CSc2nc3ccccc3c(=O)n21)c1cccc(Cl)c1 (stereo unspecified)	1.4	-5.8	0.1	-22.0	3.8	12.2	-0.9	-2.7	i	-0.3
NC/C(=N\O)c1ccc(Cl)cc1Cl	3.3	13.3	-0.3	1.8	-1.1	8.4	-0.5	-2.6	i	-1.8
CC(OC(=O)Cn1cnc2ccccc2c1=O)C(=O)N(C)c1ccccc1 (stereo unspecified)	6.0	-9.3	0.0	13.9	-0.8	8.0	-1.5	2.8	i	2.8
O=C(OC1CCOC1=O)c1ccc(Cl)c(S(=O)(=O)N2CCCCC2)c1 (stereo unspecified)	8.7	-0.6	-0.5	5.6	22.1	-6.5	-1.1	1.0	i	13.1
COc1ccc(OC)c(NC(=O)CC2SC(=N)N(c3ccccc3)C2=O)c1 (stereo unspecified)	2.3	1.0	-0.5	-2.1	-6.9	-3.0	-0.6	-5.0	i	-2.0
COCCNc1nc(N)c([N+](=O)[O-])c(NCC2CCCO2)n1 (stereo unspecified)	-5.6	-8.7	-1.4	1.2	18.9	-1.3	-0.6	0.4	i	3.2
CS(=O)(=O)c1cccc(-c2ccc3nncn3c2)c1	-9.8	8.3	-0.3	-16.8	.	2.1	-1.9	-0.6	i	4.2
CCCCN(CC)C(=O)Cc1ccc(Br)cc1	-4.1	1.2	-0.2	-3.9	-7.3	2.4	-1.0	1.3	i	-0.2
CC(C)CN1C(=O)CSCC1(C)C(=O)Nc1ccc2c(c1)OCCO2 (stereo unspecified)	-1.0	-18.3	-0.8	9.3	.	.	-2.2	.	i	.
COc1ccccc1NC(=O)NNC(=O)c1ccncc1	2.3	7.5	-0.1	6.0	-9.5	0.9	-1.7	1.9	i	5.1
Cc1ncc(CO)c(CNc2ccc(Oc3ccccc3)cc2)c1O	1.3	3.3	0.2	-5.5	-7.5	-5.0	5.9	0.4	i	-1.8
Cc1nn(-c2nnc(C)c(=O)[nH]2)c(C)c1SCC(=O)Nc1ccc(F)cc1	-0.4	-1.8	-0.8	14.7	-7.4	-3.0	-1.5	4.8	i	-0.3
CCCCC1(C)OC(=O)C(=Cc2ccc(N(CC)CC)cc2)C(=O)O1 (stereo unspecified)	-15.6	-323.3	-1.2	44.6	5.7	13.7	-0.5	-2.5	i	5.6
Cc1ccc(-n2c(SCc3ccc(C#N)cc3)nnc2-c2ccccn2)cc1	-1.1	9.4	-0.8	-9.3	1.4	17.7	-0.2	1.1	i	1.1
COc1ccc2cc(CCNC(=O)c3ccc(S(=O)(=O)N4CCCC4)cc3)c(=O)[nH]c2c1	2.0	15.7	0.0	-8.0	-10.2	2.3	0.2	1.8	i	3.3
CC1(CCC(=O)N2CCCC(Nc3ccc(F)cc3)C2)CC1 (stereo unspecified)	1.1	-2.7	-0.6	-0.8	9.8	-4.8	0.0	0.3	i	-0.7
CCN(CC)S(=O)(=O)c1ccc(O)c(C(=O)OCC(=O)NC2CCCC2)c1	-2.6	0.4	-0.7	-2.1	-15.4	-5.9	-2.6	-0.1	i	3.4
Cc1cccc(C(=O)OCC(=O)Nc2ccc(F)cc2)c1	-6.4	7.3	-0.1	1.0	-4.9	-2.6	1.4	2.5	i	1.0
O=C(Nc1c(-c2ccccc2)nc2ccccn12)c1cccc(F)c1	-0.6	-8.8	-0.5	-17.3	12.3	-4.6	0.0	-2.4	i	2.5
CCCN1CCc2c(sc(NC(=O)c3ccc(S(=O)(=O)N(C)c4ccccc4)cc3)c2C(=O)NC)C1	-8.1	-134.4	-0.2	6.4	-4.6	2.6	1.4	-0.2	i	-6.2
O=C(COC(=O)/C=C/c1ccc(C(F)(F)F)cc1)NC1CCS(=O)(=O)C1 (stereo unspecified)	-18.6	1.2	-0.4	6.4	7.5	2.6	0.1	-0.9	i	1.2
Cc1nc2ncnn2c(C)c1Cc1ccccc1Cl	19.8	-6.7	-0.3	-8.7	0.3	-0.7	-1.3	-0.7	i	1.9

canonical_smiles	SUMO1 PPI mod	NRP1-CendR mod	TbMetRS inhib	SKN-1 inh	Scp-1 inhibitor	NadD block	LMPTP block	STEP inh	Neddyl block	DNMT1 block
COc1ccc(NC(=O)N2CCCC(CCC(=O)N(C)CCc3ccccn3)C2)cc1 (stereo unspecified)	-0.7	17.7	0.0	7.7	-6.9	-0.2	-0.3	1.9	i	0.2
CC(=O)NCCc1ccc(C(=O)COC(=O)c2ccc(C)s2)cc1	5.0	-0.2	-0.3	-14.3	.	-2.1	1.6	-1.2	i	-2.5
O=C(O)C1C2CCC(O2)C1C(=O)Nc1ccc(F)c(Cl)c1 (stereo unspecified)	0.7	-4.4	0.9	-2.2	-0.6	-6.4	-0.3	-2.9	i	-2.1
Cc1sc2ncnc(N3CCC(C(=O)NNC(=O)COc4ccc(Cl)cc4)CC3)c2c1C	3.8	3.9	-0.3	20.9	-7.6	6.0	0.8	-2.7	i	-4.7
O=C(CNS(=O)(=O)c1ccc(Br)s1)NCCc1ccc(Cl)cc1	0.7	7.6	-1.0	6.1	-5.3	3.1	-0.2	1.5	i	-0.7
CCOC(=O)C1CCN(C(=O)CN2C(=O)NC3(CCCCC3)C2=O)CC1	5.9	10.1	-0.2	1.2	-2.8	0.8	-0.6	-0.6	i	0.1
Cc1ccsc1CN(C(=O)c1ccccc1)C1CCS(=O)(=O)C1 (stereo unspecified)	0.3	21.8*	-0.3	11.9	-8.3	-1.7	-1.3	1.7	i	2.3
Brc1ccc2nc(-c3ccccc3)c(Cc3ccccc3)n2c1	-8.6	10.3	-1.0	10.7	.	8.3	3.2	1.7	i	6.8
O=C(O)C1=C[C@H](c2ccc(Br)cc2)C[C@H](OCCCCO)O1	-0.3	3.9	-0.3	3.2	-4.4	2.0	-0.7	2.4	i	7.9
CCN(C(=O)C(C)OC(=O)CCCNC(=O)c1ccc(Cl)cc1)c1ccccc1 (stereo unspecified)	0.3	-12.0	-0.5	-2.8	-2.3	-1.0	-0.4	-2.1	i	1.0
COC(=O)CN(c1ccc(C)cc1)S(=O)(=O)c1ccc(F)cc1	1.8	4.7	-0.1	-6.0	-8.7	-8.5	-2.2	-1.5	i	-3.3
CSCC[C@H](NC(=O)OC(C)(C)C)c1nnc(SCC(=O)N(C)C)o1	-5.0	5.5	-0.7	8.3	-7.0	2.0	0.5	0.8	i	0.1
CCCCN1CC(C(=O)NCc2ccc(C)cc2)CC1=O (stereo unspecified)	1.8	5.8	-0.1	9.5	8.7	-7.3	-2.0	-3.0	i	1.5
CC(C)(C)NC(=O)CCN(/N=C/c1ccccc1)C1=NS(=O)(=O)c2ccccc21	13.4	-0.8	0.3	12.8	-6.0	2.4	-0.2	0.6	i	-0.7
CC(=O)c1cccc(NC(=O)NC2CCCCC2)c1	2.2	4.7	0.0	-12.6	2.9	-0.6	-1.2	0.2	i	-1.9
CCN(CC(=O)Nc1c(F)cccc1F)C(=O)C1CCN(S(=O)(=O)c2ccc(F)cc2)CC1	-20.8	-9.8	-0.1	-11.7	-6.1	3.3	-10.8	-4.3	i	-0.3
CC1CN(c2ncnc3c2oc2ccccc23)CC(C)O1 (stereo unspecified)	-0.2	4.3	-0.2	17.4	-6.9	-1.0	1.2	-0.7	i	0.7
CC(C)(C)c1cc(OC(=O)c2ccccc2F)ccc1O	-3.2	-8.0	0.2	-0.5	-11.3	-2.6	2.9	-2.1	i	4.5
O=C1CC(C(=O)N2CCCc3ccccc32)CN1c1ccc(Cl)cc1 (stereo unspecified)	-0.9	-4.3	-0.4	22.3	-1.2	3.1	-1.1	0.1	i	-0.7
COc1ccc(N(CC(=O)Nc2c(C)n(C)n(-c3ccccc3)c2=O)S(=O)(=O)c2ccc(F)cc2)cc1	0.5	10.5	-1.2	-19.8	1.5	5.5	-1.4	-3.8	i	7.3
CCOC(=O)c1cnc2c(cnn2C)c1NCCCN(C)C	2.8	3.6	-1.3	-17.6	3.4	1.5	-1.0	1.1	i	9.2
O=c1c(OC2OC(CO)C(O)C(O)C2O)c(-c2ccc(O)c(O)c2)oc2cc(O)cc(O)c12 (stereo unspecified)	-5.0	-38.3	-0.1	-7.2	-14.6	-1.1	-0.3	-1.1	i	7.5
